Rab2A wt mod: changes GTP binding to wildtype dog Rab2A, up or down. actives 0.19% (n = 190,000). P61105. GST-Rab2 wt beads, Bodipy-GTP binding, flow cytometry. GTP binding activity, % at 10 µM;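 active = GTP binding activity at least 20 points away from 100%, either lowered or raised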;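 also: 0% = beads with excess unlabeled GTP and 100% = no-compound control corrected for plate trend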
Rac1 wt GTP bind: modulators of human Rac1 wildtype GTP binding | P63000 | GST-Rac1 beads, fluorescent GTP binding, flow cytometry; actives lie on both sides; 0 = cold GTP competed, 100 = untreated | GTP binding activity (% of control), % at 10 µM | actives 0.27% (n = 190,000);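 active = GTP binding activity at least 20 points away from the 100% control level, either lower or higher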
Rab7 wt GTP bind: modulators of GTP binding to dog Rab7 wildtype GTPase; GST-Rab7 beads, fluorescent GTP binding, flow cytometry; actives lie on both sides; untreated = 100%, excess cold GTP = 0%; GTP binding activity (percent of control), % at 10 µM; actives 0.055% (n = 190,000); AID 758;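 active = fluorescent GTP binding to Rab7 beads changed by at least 20 points from the 100% baseline, either direction, mostly lower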;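 also: median green fluorescence of bound Bodipy-FL-GTP per Rab7 bead population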
Cdc42 wt: changes GTP binding to wildtype human Cdc42; actives 0.2% (n = 190,000); P60953; GST-Cdc42 beads, Bodipy-GTP binding, flow cytometry; actives lie on both sides; percent activity (GTP binding), % at 10 µM;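 active = percent activity GTP binding at least 20 points away from the 100% baseline, either down as inhibitor or up as activator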;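 also: median bead fluorescence of bound Bodipy-FL-GTP at 100 nM; 0% = excess unlabeled GTP control and 100% = no compound control; below 100% means less GTP binding so inhibitor and above means activator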
Target sequence (P60953 whole entry, looked up): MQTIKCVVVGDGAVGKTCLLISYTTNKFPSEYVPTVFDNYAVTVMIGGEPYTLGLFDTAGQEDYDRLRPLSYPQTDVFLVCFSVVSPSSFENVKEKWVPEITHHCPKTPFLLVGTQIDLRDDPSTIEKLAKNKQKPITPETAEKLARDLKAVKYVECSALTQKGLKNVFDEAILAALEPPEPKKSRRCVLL
Bim-Mcl-1: disrupts Bim peptide binding to human Mcl-1; inhibition, % at 10 µM; actives 0.1% (n = 190,000); Bead-based flow cytometry, Bim peptide-Mcl-1 binding; in the data active = inhibition above about 40%;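 also: 0% = no compound tracer wells and 100% = peptide blocker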
Target sequence (Q07820 whole entry, looked up): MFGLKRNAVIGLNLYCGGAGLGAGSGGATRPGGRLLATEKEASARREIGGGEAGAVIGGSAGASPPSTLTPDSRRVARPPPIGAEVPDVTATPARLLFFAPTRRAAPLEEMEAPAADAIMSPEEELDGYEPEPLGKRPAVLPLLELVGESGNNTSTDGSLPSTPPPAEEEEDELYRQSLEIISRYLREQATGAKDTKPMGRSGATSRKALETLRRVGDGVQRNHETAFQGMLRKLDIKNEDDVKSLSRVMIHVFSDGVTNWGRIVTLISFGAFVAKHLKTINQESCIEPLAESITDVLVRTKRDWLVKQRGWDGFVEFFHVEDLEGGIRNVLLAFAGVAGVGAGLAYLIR
HRas wt GTP: changes GTP binding to wildtype human HRas. P01112. GST-Ras wt beads, Bodipy-FL-GTP binding, flow cytometry; actives lie on both sides. GTP binding activity, % at 10 µM. actives 0.14% (n = 190,000). AID 759;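 active = GTP binding activity at least 20% away from the 100% baseline, either lowered as inhibitor or raised as activator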;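 also: 0% = unlabeled GTP competition control and 100% = no-compound control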
Target sequence (P01112 whole entry, looked up): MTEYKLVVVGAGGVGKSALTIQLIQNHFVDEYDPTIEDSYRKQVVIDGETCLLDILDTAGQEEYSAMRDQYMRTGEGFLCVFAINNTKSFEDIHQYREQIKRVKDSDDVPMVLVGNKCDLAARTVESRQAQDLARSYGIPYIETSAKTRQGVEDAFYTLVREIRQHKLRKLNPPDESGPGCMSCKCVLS
Mcl1 Noxa PPI: Mcl-1/Noxa interaction inhibition; TR-FRET Mcl-1/Noxa peptide binding, 2 h; inhibition, % at 21.7 µM; actives 1.5% (n = 220,000); AID 1022;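 active = compounds that cut the protein-peptide binding signal by more than 50% relative to plate controls in a single-dose test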;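 also: His-tagged Mcl-1 with rhodamine Noxa BH3 peptide and terbium anti-His antibody; 0% = Mcl-1 plus Noxa peptide wells and 100% = peptide-only wells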
Rac1 mut GTP: modulators of GTP binding to human Rac1 activated mutant; P63000; GST-Rac1 activated beads, fluorescent GTP binding, flow cytometry; actives lie on both sides; 100% means binding = to untreated wells; percent activity (GTP binding), % at 10 µM; actives 0.11% (n = 190,000);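 active = GTP binding at least 20 percentage points away from the 100% baseline, in either direction, so actives lie on both sides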
Pf gametocyte: P. falciparum stage V gametocyte viability inhibition. P. falciparum stage V gametocytes, ATP luminescence, 24 h. actives 0.065% (n = 150,000). inhibition, % at 10.9 µM;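 active = inhibition above the mean plus 3 SD of compounds within the control limits, set per campaign, cut at about 38% in these data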;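 also: 0% = DMSO wells and 100% = medium only without gametocytes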
Mcl1-Bid inh: Mcl-1/Bid interaction inhibition; Q07820; AID 1021; inhibition, % at 21.7 µM; TR-FRET Mcl-1/Bid-Dy647 peptide binding, 1536-well; actives 0.97% (n = 220,000);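 active = compounds that cut the binding signal by more than half at the single screening dose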;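 also: His-tagged Mcl-1 with europium anti-His antibody binding Bid BH3 peptide; 0% = Mcl-1 plus peptide wells and 100% = peptide-only wells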
Avidin fluor: compound fluoresces at 488/530 nm on avidin beads; compound fluorescence 488/530 nm, flow cytometry; active compounds read high; fluorescence (KMESF) at 10 µM; actives 0.38% (n = 220,000); in the data active = fluorescence above about 47; also: inactives centre near 10
Numbers without * were called inactive; x = not tested or not shown.

SMILES	Rab2A wt mod	Rac1 wt GTP bind	Rab7 wt GTP bind	Cdc42 wt	Bim-Mcl-1	HRas wt GTP	Mcl1 Noxa PPI	Rac1 mut GTP	Pf gametocyte	Mcl1-Bid inh	Avidin fluor
Cc1ccc(C)c(OCC(=O)O/N=C(\N)c2ccccn2)c1	101	106	102	101	-5	102	13	99	x	-18	12
Cc1ccccc1CSc1nccn1-c1ccccc1	97	100	96	99	-4	98	14	97	12	-63	4
CCS(=O)(=O)N1CCCC(C(=O)NCCCOC(C)C)C1 (centres undefined)	104	106	108	103	0	103	-12	102	x	6	12
COc1cc(CN2CCC(C(=O)N3CCN(c4ccccc4F)CC3)CC2)cc(OC)c1OC	95	97	97	98	-2	99	12	97	13	39	8
O=C(NC1CC2CCCC(C1)N2C(=O)Nc1ccccc1)c1ccncc1 (centres undefined)	101	99	97	102	1	99	7	100	x	1	14
COc1cc(-c2nn3c(COc4ccccc4)nnc3s2)cc(OC)c1OC	93	94	97	96	-3	94	8	94	2	-11	10
Cc1cccc(NC(=O)CCNS(=O)(=O)c2cccc3nonc23)c1	96	100	95	97	-17	97	17	97	-5	-23	7
O=C(Oc1ccccc1)Oc1ccc2c(c1)oc(=O)c1ccccc12	99	99	96	97	-3	100	-40	97	-14	22	8
CCn1ncc(NC(=S)NCCc2ccc(OC)c(OC)c2)c1C(N)=O	100	97	110	95	1	99	10	94	x	-26	11
N/C(=N\OC(=O)c1cccc(Br)c1)c1ccccc1	92	89	92	95	-5	93	x	91	4	9	7
Cn1cc(Br)c(C(=O)NN2C(=O)C3C4C=CC(C5CC45)C3C2=O)n1 (centres undefined)	97	101	96	99	0	98	5	98	-4	1	6
Cc1ccc(N(CC(=O)NCCSc2nc3ccccc3s2)S(=O)(=O)c2ccccc2)c(C)c1	98	106	99	103	-1	102	8	100	26	-38	12
CCc1ccc(NC(=O)c2cnn(-c3ccccc3)c2C2CCNCC2)cc1	100	103	107	103	-2	100	-2	98	x	-29	9
COc1ccc(-c2cc(CNC(=O)CCl)on2)cc1	99	99	99	102	-1	100	18	97	x	4	32
CNC(=O)CSc1n[nH]c(-c2cc(Cl)ccc2OC)n1	99	98	94	101	-2	96	4	99	9	5	12
Cc1ccc(-c2noc(CSc3nnc(-c4ccncc4)n3-c3ccc(C)cc3)n2)cc1	94	93	94	97	-3	95	26	92	x	-4	32
COc1cc(Br)cc(/C=N/NC(=O)Cc2ccc(C(F)(F)F)cc2[N+](=O)[O-])c1O	96	103	99	100	-1	98	22	98	18	16	23
O=c1c2ccccc2c(-c2ccc(Br)cc2)nn1Cc1ccccc1	95	98	94	97	0	97	-21	97	x	-15	4
CCOCCCNC(=O)CSCc1nc(-c2ccc(SC)cc2)oc1C	102	103	104	100	1	101	3	96	-4	-36	10
O=C(CN1CCN(c2ncccn2)CC1)NCCC1=CCCCC1	96	94	96	93	-3	94	23	93	x	11	22
COc1ccc(CC(=O)Nc2ccc(-c3nnc(-c4ccccc4)o3)cc2)cc1	97	92	99	93	4	96	2	96	x	21	18
Cc1noc(C)c1COC(=O)/C=C/c1ccc(Cl)cc1	97	101	100	97	0	98	-6	97	1	2	23
CC(C(=O)NCc1ccco1)n1cc(C(=O)c2ccco2)c2ccccc21 (centres undefined)	98	100	99	101	-3	99	-4	98	x	-3	34
COc1ccc(NC(=S)NC(C)c2ccncc2)cc1OC (centres undefined)	97	92	101	90	-4	94	15	92	23	-27	3
CC(C(=O)NCc1ccc(F)cc1)c1ccc([N+](=O)[O-])cc1 (centres undefined)	97	95	97	93	-2	94	13	95	-10	-1	9

(next part)
SMILES	Rab2A wt mod	Rac1 wt GTP bind	Rab7 wt GTP bind	Cdc42 wt	Bim-Mcl-1	HRas wt GTP	Mcl1 Noxa PPI	Rac1 mut GTP	Pf gametocyte	Mcl1-Bid inh	Avidin fluor
C/C(N)=C(/C#N)C(=O)CSc1nc2ccccc2c(=O)n1-c1ccccc1C	93	96	96	92	-5	95	12	92	-5	1	5
COc1cccc2c(C)nc(Nc3nc(CSc4nnc(C)s4)cc(=O)[nH]3)nc12	93	97	96	96	0	96	3	93	x	-5	16
CC(C)(C)n1nnnc1C(c1cccnc1)N1CCN(c2ccccc2F)CC1 (centres undefined)	102	113	104	100	-3	102	-4	99	x	5	5
COC(=O)c1cc(OC)c(OC)cc1NC(=O)CN1C(=O)c2ccccc2C1=O	96	99	100	99	-2	98	14	98	4	-4	22
Cc1cc(C)nc(NS(=O)(=O)c2ccc(NC(=O)NC3CCCCC3)cc2)n1	96	100	93	100	-3	97	-3	97	x	-21	11
Cc1ccc2cc(CN(CCCN3CCOCC3)C(=O)NC3CCCCC3)c(=O)[nH]c2c1C	100	108	99	102	0	101	6	102	22	-46	22
O=C(/C=N/O)NCc1cccnc1	97	101	98	100	-7	100	-4	98	4	-22	4
CCCCCCn1c(CN2CCC(C)CC2)nc2c1c(=O)n(C)c(=O)n2C	100	102	97	97	-5	101	13	100	-2	-5	7
CCOC(=O)N1CCN(C(=O)c2ccc3c(c2)N(Cc2ccc(C)cc2)CCS3)CC1	95	100	95	99	0	98	16	98	17	-13	30
COc1ccc(-c2cnc(N)nc2-c2ccc(OC)cc2O)cc1	94	105	97	97	0	98	14	100	x	-30	9
CC(=O)c1c(C)nc(-c2ccc(OCC(=O)Nc3cccc(C)c3C)cc2)n1O	98	102	97	97	0	98	9	94	x	-27	10
Cc1ccc(-c2cc(C(F)F)n3ncc(C(=O)N4CCCc5ccccc54)c3n2)cc1	100	106	102	98	0	103	-45	98	x	-13	7
CC(O)CNC(=O)C1CCN(Cc2ccc(OCc3ccccc3)cc2)CC1 (centres undefined)	99	101	99	101	-6	101	31	99	1	63*	10
Cc1nc2ccccn2c1-c1csc(NCc2ccco2)n1	96	96	97	96	-4	98	6	94	15	-43	12
CCC(C)NC(=O)C1CCN(S(=O)(=O)c2cccs2)CC1 (centres undefined)	105	113	104	107	-4	102	-3	103	1	-11	3
Cc1ccc2c(c1)CCCN2C(=O)c1cccs1	97	96	96	98	-2	99	2	97	5	-19	11
COc1cc(OC)c(OC)cc1CNCCNC(=O)c1nonc1N	98	103	97	99	1	99	13	96	x	-21	11
CCOC(=O)c1c(C)[nH]c(C(=O)Nc2ccc(C)c(Cl)c2)c1C	98	101	105	101	-4	99	-11	97	x	-10	3
CCCNC(=O)Nc1ccc(NC(C)=O)cc1	100	99	103	110	1	98	3	96	23	-23	10
COc1ccc(NC(=O)CSc2nc3sc(C)c(C)c3c(=O)n2Cc2ccco2)cc1	101	100	91	104	1	100	8	97	x	-8	6
COc1ccc(CCC(=O)Nc2ccc(N3CCOCC3)cc2)cc1	103	106	103	105	6	103	8	101	x	-28	40
Cc1ccc(C(=O)C(C)[n+]2cccc(C(N)=O)c2)cc1 (centres undefined)	101	102	107	97	0	102	-3	95	13	-14	11
COc1cc(/C=N/N2C(=O)CSC2=S)ccc1O	95	104	98	98	2	98	17	98	x	-29	13
COC(=O)c1ccc(NC(=O)CSc2nnc(Cc3cccn3C)n2-c2ccc(F)cc2)cc1	100	101	102	98	-1	101	-15	98	x	-20	22
O=C(c1nnc(Cc2ccc(Cl)cc2)o1)N1CCOCC1	102	103	99	102	-4	99	14	98	x	-4	8

Going on with the list:
SMILES	Rab2A wt mod	Rac1 wt GTP bind	Rab7 wt GTP bind	Cdc42 wt	Bim-Mcl-1	HRas wt GTP	Mcl1 Noxa PPI	Rac1 mut GTP	Pf gametocyte	Mcl1-Bid inh	Avidin fluor
N#CCc1nn2c3c(cnc2c1C#N)C(=O)CCC3	94	99	97	96	1	94	18	96	5	-10	9
Cn1c(Br)nc2c1c(=O)n(CC(O)COc1ccccc1)c(=O)n2C (centres undefined)	96	100	94	102	0	98	-9	98	0	-9	8
CCOC(=O)C(NC(=O)c1ccccc1)(Nc1cccc(C)n1)C(F)(F)F (centres undefined)	100	100	100	97	-2	98	3	96	x	-24	6
CC1CN(C(=O)COC(=O)c2cccs2)CC(C)O1 (centres undefined)	100	102	99	103	0	101	-10	100	x	-9	33
CN1CCCCCC1=NC1=C(C#N)CCCC1	102	105	102	102	-4	103	5	100	-13	-21	13
CC(C)C(=O)NC(NC(=S)NC1CCS(=O)(=O)C1)C(Cl)(Cl)Cl (centres undefined)	102	105	104	100	0	103	-17	101	-32	-21	7
CC(=O)C1=C(NC(=O)c2ccc(F)cc2)CC2C1C2(C)C (centres undefined)	101	100	97	101	0	103	-1	99	x	-15	13
O=C(C1CC1)N1CCc2cc(Br)cc(S(=O)(=O)N3CCN(c4ccccn4)CC3)c21	99	102	101	101	0	101	10	100	x	-11	11
COC(=O)N/N=C/c1cc(OC)c(O)c([N+](=O)[O-])c1	94	97	94	95	-3	95	32	97	-7	-23	3
CC(C)C(NC(=O)C(NC(=O)C1OC2OC(C)(C)OC2C2OC(C)(C)OC12)C(C)C)C(=O)O (centres undefined)	96	98	98	96	1	97	28	96	3	-19	10
O=C(C(c1ccccc1)c1ccccc1)N1CCN(CCN2C(=O)c3cccc4cccc(c34)C2=O)CC1	95	95	97	96	-1	97	17	97	x	8	6
C/C(=N\NC(=O)c1ccc(Cn2cc(Br)cn2)o1)c1cccc(NC(=O)C(C)(C)C)c1	101	103	99	101	-3	103	11	102	x	2	3
Nc1nc2c(ncn2COC(CO)CO)c(=O)[nH]1	101	98	90	98	-1	98	19	100	x	3	7
CC(=O)NS(=O)(=O)c1ccc(N)cc1	99	99	100	98	-4	99	15	100	x	-2	9
O=C(CSCc1ccc(Br)cc1)N1CCCC1	96	102	104	98	-4	99	2	98	-35	-10	9
CCCNC(=O)COC(=O)CCC(=O)c1ccc(F)cc1	97	100	100	100	0	99	2	98	x	-23	8
c1csc(CCNc2ncnc3sc4c(c23)CCC4)c1	99	101	102	101	-4	98	1	99	x	-18	12
COc1ccc(C2(O)CCN(CC(=O)Nc3nc(-c4ccccc4)cs3)CC2)cc1	99	93	105	91	-1	98	7	94	16	-24	20
O=C(c1cc(Cl)c(=O)n(Cc2ccccc2)c1)N1CCOCC1	98	101	99	97	0	99	-1	98	12	-1	23
Cc1ccc(/C=N/Nc2cccc(C(=O)O)c2)s1	97	98	93	98	14	98	23	102	-18	-91	7
COC(=O)c1sccc1-c1ccc(/C=N/OCc2c(Cl)cccc2Cl)o1	97	101	97	101	0	100	-2	97	20	-8	30
Cc1ncc(CN2CCC(CO)(CCc3ccccc3)CC2)s1	98	100	98	96	-1	98	11	94	10	-12	2
CSCC[C@H](NC(=O)c1nn(C)c(=O)c2ccccc12)c1nc2ccccc2[nH]1	100	102	102	100	0	100	7	97	x	-58	14
COC(=O)c1cc(OC)c(OC)cc1NC(=O)CCc1ccc(C)o1	100	109	99	104	-7	103	9	101	26	-121	9

Screens from PubChem.
